Screening results (PubChem BioAssay)
mcGAS lum: inhibitors of mouse cGAS | 0.15% of 160,000 active | recombinant cGAS, Kinase-Glo ATP depletion luminescence | Q8C6L5 | inhibition, % at 12.5 µM;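 further: 0% = negative control wells and 100% = reference inhibitor with no enzyme activity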
NPYLR7 agonist: activates Aedes aegypti NPYLR7 receptor | HEK293T NPYLR7/Galpha15, GCaMP6s calcium fluorescence | 0.15% of 270,000 active | activation, % at 10 µM; in the data active means activation above about 40%;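 further: 0% = vehicle and 100% = reference agonist at the receptor; some compounds past the cut are filed as inactive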
hcGAS lum: blocks human cGAS activity | Q8N884 | recombinant h-cGAS, ATP depletion, Kinase-Glo luminescence | inhibition, % at 12.5 µM | 0.081% of 290,000 active | AID 1259398;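 further: 0% = vehicle reaction and 100% = reaction without DNA for no activity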
Target sequence (Q8N884 whole entry, looked up): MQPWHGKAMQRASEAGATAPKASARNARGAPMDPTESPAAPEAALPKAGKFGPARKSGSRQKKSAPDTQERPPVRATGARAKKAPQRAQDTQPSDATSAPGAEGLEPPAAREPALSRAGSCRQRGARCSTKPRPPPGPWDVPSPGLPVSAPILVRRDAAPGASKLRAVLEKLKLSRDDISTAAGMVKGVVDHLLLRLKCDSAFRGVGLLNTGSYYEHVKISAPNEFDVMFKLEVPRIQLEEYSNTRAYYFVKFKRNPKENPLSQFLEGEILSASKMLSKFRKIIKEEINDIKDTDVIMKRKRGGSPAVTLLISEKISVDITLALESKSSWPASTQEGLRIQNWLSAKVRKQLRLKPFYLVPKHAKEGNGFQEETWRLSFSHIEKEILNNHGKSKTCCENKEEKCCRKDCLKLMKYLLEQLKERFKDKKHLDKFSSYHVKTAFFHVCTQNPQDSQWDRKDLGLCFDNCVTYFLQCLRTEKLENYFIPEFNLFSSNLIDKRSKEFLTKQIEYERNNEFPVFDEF
Starred values were filed as active, the others as inactive; x = not tested or not shown; & = joins results of further samples. Unless noted, no stated cut-off is given here; in the data, active means inhibition above about 40%; inactive means the rest.

SMILES | mcGAS lum | NPYLR7 agonist | hcGAS lum
CC1CN(Cc2nc3ccccc3o2)C(C)CO1 (centres undefined) | 0 | -6 | 0
O=c1cnc2ccccc2n1Cc1cc(Cl)c2c(c1)OCCO2 | x | -4 | 1
O=C(O)C1CSC(c2cc(Br)ccc2O)N1 (centres undefined) | x | -2 | -8
O=C(C1CCN(S(=O)(=O)N2CCCCC2)CC1)N1CCCCCC1 | x | 4 | -7
Nc1nonc1-c1nc2ccccc2s1 | 0 | 5 | 5
O=C(CNC(=O)c1ccccn1)N=Nc1c(O)[nH]c2ccccc12 | -5 | -4 | -3
O=C(CN(C(=O)c1ccc(C(F)(F)F)cc1)C1CC1)N1CC(=O)N(c2ccc(Cl)cc2)C1 | -4 | 3 | -3
COc1ccc(-c2cc(C(F)(F)F)n3nc(C(=O)Nc4ccc([N+](=O)[O-])cc4Cl)cc3n2)cc1 | 2 | -22 | 11
O=C(NCCn1ncc2c(N3CCCC3)ncnc21)C1CC(=O)N(c2ccccc2)C1 (centres undefined) | -8 | 6 | -9
CCCSc1ncccc1C(=O)NC1CCCC(C)C1 (centres undefined) | -4 | -2 | -9
Cc1ccc2oc(CN(C(=O)c3ccc(-c4ccccc4)cc3)C(C)C)nc2c1 | -7 | 1 | -6
Cc1nn(C)cc1-c1ccnc(N(C)Cc2cnn(-c3ccccc3)c2)n1 | -7 | 3 | -5
CN1CCN(Cn2c(O)c(N=NC(=O)c3ccccc3Cl)c3ccccc32)CC1 | -8 | 19 | -3
CN(CCCC1CCCO1)CCn1cc(Cl)cn1 (centres undefined) | -4 | x | -10
COc1ccc(CCNC(=O)c2cc(-c3ccccc3)nc3ccccc23)cc1 | x | -4 | -2
COc1cc2c(cc1OC)C(CNC(=O)CC(C)C)N(C(=O)Nc1cccc(C)c1)CC2 (centres undefined) | -5 | 6 | -1
Cc1csc(N2CCCN(CC(=O)N3CCOC4CCCCC43)CC2)n1 (centres undefined) | x | 13 | -9
CCCNC(=O)CN1CCN(C(=O)NCC2CC2)CC1 | x | 11 | -5
Cc1c(C)n2c3c(=O)n(CCc4ccccc4)c(=O)n(C)c3nc2n1CCc1ccccc1 | x | 3 | 8
COCCNc1nc(-c2cccs2)nc2ccccc12 | -5 | 8 | -3
CCc1ccccc1NC(=O)c1cccc(NC(=O)C2C=CCN2)c1 (centres undefined) | x | 2 | -5
CNC(=O)CSc1nnc(-c2ccccc2)c2sc(C)nc12 | -7 | 1 | -11
CC(C)C1=NOC(C(=O)N(Cc2cnn(C)c2)C(C)C)C1 (centres undefined) | -17 | 5 | -4
CCc1cccc(N2C(=O)NC3CC2(C)Oc2ccc(C(=O)OC)cc23)c1 (centres undefined) | -8 | 1 | -11
C#CC1(OCC(O)CN2CCCCCC2)CCCCC1 (centres undefined) | -7 | 0 | -4

Continued; the last 4 above are carried over.
SMILES | mcGAS lum | NPYLR7 agonist | hcGAS lum
CNC(=O)CSc1nnc(-c2ccccc2)c2sc(C)nc12 | -7 | 1 | -11
CC(C)C1=NOC(C(=O)N(Cc2cnn(C)c2)C(C)C)C1 (centres undefined) | -17 | 5 | -4
CCc1cccc(N2C(=O)NC3CC2(C)Oc2ccc(C(=O)OC)cc23)c1 (centres undefined) | -8 | 1 | -11
C#CC1(OCC(O)CN2CCCCCC2)CCCCC1 (centres undefined) | -7 | 0 | -4
Cc1nc(N=C(NC(=O)c2ccccc2)Nc2ccccc2)[nH]c(=O)c1C | -8 | 2 | -4
CCN(CC(=O)N(C)C)C(=O)c1ccccc1S(=O)(=O)C(C)C | -15 | 5 | -6
C=CCNC(=S)Nc1nccs1 | x | -10 | -2
Cn1ccn2ncc(C(=O)N3CC[C@@H](c4ccc5c(c4)OCO5)[C@H](O)C3)c12 | -12 | x | -10
O=C1CCCCCC1CN1CCCCC1 (centres undefined) | 0 | 3 | 12
CNc1cccc(-c2ccccc2NS(C)(=O)=O)n1 | x | 4 | -10
Cn1c(=O)c2c(ncn2CC(=O)NCC2CCCO2)n(C)c1=O (centres undefined) | -3 | 6 | 0
COc1cc(OC)cc(C2SCCN2C(=O)Nc2ccc(Cl)cc2)c1 (centres undefined) | -5 | 9 | -3
c1cc(-c2ccc(-c3ncnc4ccsc34)cc2)[nH]n1 | -15 | 4 | -1
COc1ccc(NC(=O)CN2CCN(Cc3ccc4c(c3)CCO4)CC2)cc1OC | -5 | 0 | -4
CCOCCn1c(=NC(=O)CCCS(=O)(=O)c2ccc(OC)cc2)sc2cc(F)cc(F)c21 | -8 | 11 | -6
COCC(=O)N(Cc1cc(NC(=O)C2CCCC2)ccc1N(C)C)C(C)c1ccccc1 (centres undefined) | -3 | 3 | 1
CCOc1ccccc1N1CCN(Cc2cc3n(n2)CCCNC3)CC1 | x | -2 | -6
Cc1c(NC(=O)c2ccccc2I)cccc1-c1nc2cc(Cl)ccc2o1 | -4 | 8 | -2
CC(=O)N1CCN(C(C)C(=O)NCc2ccc(Cl)cc2)CC1 (centres undefined) | -8 | 9 | -4
Cc1ccc(NC(=O)NCCNc2cc(N3CCCC3)nc(C)n2)c(Cl)c1 | x | -1 | -1
CCCc1c(C(=O)NCc2ccco2)cnn1-c1cccc(Cl)c1 | -8 | 1 | -7
CN1CCN(Cc2cnc[nH]2)CC12CCN(C(=O)CCc1ccccc1)CC2 | x | 4 | -3
FC(F)(F)CCc1ccnc(NCC2OCCc3ccccc32)n1 (centres undefined) | x | 0 | -2
Cc1nccn1-c1ccccc1CNC(=O)c1cnn2ccn(C)c12 | x | 12 | -2
CCn1c(C2CCCN(C(=O)c3cc(C(F)(F)F)[nH]n3)C2)nn(C)c1=O (centres undefined) | x | -4 | -1
C/C(=C\c1ccccc1)CN(C)C(C)c1cccnc1 (centres undefined) | -11 | -3 | -6
CCc1c(C)cc(C(=O)NCC2CCN(CC(C)C)C2)c(=O)n1C (centres undefined) | -12 | 12 | -6
CNC(=O)c1ccc(NC(=O)N(Cc2ccc(C)s2)C(C)C)cc1 | x | 16 | -6
CCOc1ccc(C(=O)NCC(=O)OCC(=O)NC(C)C(C)C)cc1 (centres undefined) | 0 | -6 | 0

Next entries follow.
SMILES | mcGAS lum | NPYLR7 agonist | hcGAS lum
COc1ccc(CCOC(=O)C2CCCCN2C(=O)c2ccccc2-c2ccc(C(F)(F)F)cc2)cc1OC (centres undefined) | -5 | -7 | -10
COC(=O)c1ccc2nc(NC(=O)Cn3ccnc3)sc2c1 | -4 | -10 | -6
Cc1ccc(C(=O)CSc2nnc(C(C)C)n2Cc2ccco2)cc1C | -4 | -2 | -2
COc1ccnc(NCC(=O)Nc2ccc(F)c(F)c2)n1 | x | -1 | 2
CCN(C(=O)c1ccccc1N1CCC(NC(=O)c2ccc(Cl)cc2)CC1)C1CCCCC1 | -7 | 24 | -8
COc1cc(OC)c(-n2nnc(-c3nc(-c4ccccc4F)no3)c2C)cc1Cl | -9 | 6 | -7
COc1ccccc1OCC1CN(C(=O)C2C=CCC=C2C)CCO1 (centres undefined) | x | 21 | 0
Cc1cc(NC(=O)Cn2ccc(-c3ccncc3)n2)n(-c2ccccn2)n1 | x | 13 | -4
Cc1ccc(C)c(Cc2c(C)nc(C)nc2N2CCN(C(=O)COCc3ccccc3)CC2)c1 | -5 | -2 | -3
O=[N+]([O-])c1cc(S(=O)(=O)C(F)(F)F)ccc1NCCc1nnc2ccccn12 | x | 8 | -7
CCCOc1ccccc1N1C(=O)CC(Nc2ccc(C)cc2)C1=O (centres undefined) | -7 | 2 | -6
O=C(c1ccc(Cl)nc1)N1CCC(c2cn(Cc3cccc(F)c3)c3ccccc23)CC1 | -5 | 2 | -4
CCC(C(=O)Nc1cc(C)nn1-c1ncnc2c1cnn2-c1ccccc1)c1ccccc1 (centres undefined) | -11 | 3 | -6
CCC(CC)NC(=O)N1CCn2cccc2C1c1ccccc1F (centres undefined) | x | 6 | -1
CN(C(=O)CSc1nc2c(c(=O)[nH]1)CCC2)C1CCCCC1 | -3 | 1 | -7
COC(=O)C1(C(F)(F)F)N=C(N2CCCC2)OC(N2CCCC2)=N1 | x | -1 | -8
CCN(CC)c1onc(-c2ccccc2)c1CN(Cc1ccco1)CC(O)CN1CCOCC1 (centres undefined) | -10 | x | -7
Cn1ncc2c(N3CCCN(C(=O)c4ccco4)CC3)nc(C(C)(C)C)nc21 | x | 2 | -4
O=c1c2cnc(N3CCOCC3)nc2ccn1Cc1cccnc1 | x | 11 | -9
COc1cc(Cl)c(NC(=O)Cn2cnc3scc(-c4cccs4)c3c2=O)cc1OC | x | 5 | 1
O=C(c1cnn(-c2ccccc2)c1C(F)(F)F)N1CCOCC1 | -4 | -1 | -3
N#CCN1CCC(CNC(=O)Nc2nc(-c3cccnc3)cs2)CC1 | x | 5 | -7
Cc1cccc(C2c3cccn3CCCN2Cc2cccnc2)c1 (centres undefined) | -6 | 5 | -8
CCN(Cc1ccccc1)Cc1nc(C(c2ccccc2)c2ccccc2)no1 | -4 | -1 | -1
COc1cc(CN2CCCC(CNC(=O)c3cc(C)on3)C2)ccc1F (centres undefined) | x | 19&11 | -7&-11

Some entries already given, reduced to NPYLR7 agonist:
molecule | NPYLR7 agonist
O=c1c2cnc(N3CCOCC3)nc2ccn1Cc1cccnc1 | 11
COc1cc(Cl)c(NC(=O)Cn2cnc3scc(-c4cccs4)c3c2=O)cc1OC | 5

Single records, as listed above:
Shown for COc1ccccc1OCC1CN(C(=O)C2C=CCC=C2C)CCO1 (centres undefined) = mcGAS lum: x; NPYLR7 agonist: 21; hcGAS lum: 0
Shown for CCN(Cc1ccccc1)Cc1nc(C(c2ccccc2)c2ccccc2)no1 = mcGAS lum: -4; NPYLR7 agonist: -1; hcGAS lum: -1

(continued)
SMILES | mcGAS lum | NPYLR7 agonist | hcGAS lum
O=C(CSc1nc(Cl)cc(N2CCN(C(=O)C3CC3)CC2)n1)NCCC(c1ccccc1)c1ccccc1 | -4 | 7 | -2
FC(F)(F)c1cccc(-c2noc(/C=C/c3ccc(Br)cc3)n2)c1 | -6 | -6 | -5
C=CCONC(=O)c1ccc(OC(CCN(C)C)c2ccc(OC)cc2)cc1 (centres undefined) | x | -1 | -4
CC1Cc2ccccc2N1Cc1cc(=O)c(OCC(=O)Nc2ccccc2)co1 (centres undefined) | -4 | 10 | -2
COc1ccc(C)cc1NC(=O)NCc1cnn2ccccc12 | -12 | 6 | -5
CC(C)CSc1nnc(SCC(=O)NCCOc2ccccc2)s1 | -9 | -5 | -4
CCc1nnc(NC(=O)c2ccc(CN3CCCC3)cc2)s1 | x | 3 | -8
COC(=O)CN1CCN(CC(=O)c2c(N)n(C)c(=O)n(C)c2=O)CC1 | x | -2 | -8
COC(=O)CCN(C(=O)c1ccc(Cl)c([N+](=O)[O-])c1)c1ccccn1 | -4 | -3 | -3
Cc1cccc(NC(=O)c2cc(-c3ccccc3)nc3c(C)cccc23)c1 | -6 | -7 | -5
COc1cc(-c2nn(-c3ccccc3)c(OC(C)=O)c2-c2ccc(NC(=O)c3ccc(Cl)cc3)cc2)cc(OC)c1OC | 1 | -1 | 3
COc1ccc(C(c2ccccc2C)N(C)C(=O)C2CCN(C(=O)c3ccc4c(c3)OCO4)CC2)cn1 (centres undefined) | -3 | -3 | -8
O=C(O)c1ccc(NC2=CC(=O)N(CCO)C2=O)cc1 | x | 3 | 1
O=C(NC1CCN(c2ccccc2C(=O)N2CCN(C3CCCCCC3)CC2)CC1)c1ccccc1F | -2 | 6 | 3
CCN(CC(=O)Nc1cc(-c2ccccc2)nn1-c1ccc(OC)cc1)C(=O)c1cc(C(F)(F)F)cc(C(F)(F)F)c1 | -4 | 17 | -4
O=C(NCc1nnc2n1CCC2)C1CC1c1cccc(F)c1 (centres undefined) | x | -24 | -9
O=C(O)c1cc(=O)c2ccccc2[nH]1 | -2 | -14&3 | -1&-1
O=C(Cc1ccc(Cl)cc1)NNC(=O)c1cccn(Cc2ccc(F)cc2)c1=O | -11 | -12 | -6
O=C(CN1CN(c2ccccc2)C2(CCN(C(=O)c3ccc4c(c3)OCO4)CC2)C1=O)NCCc1ccc(Cl)cc1Cl | -5 | x | -4
CSCCC(C)NCc1noc(-c2c(F)cccc2F)n1 (centres undefined) | -13 | 1 | -2
Cc1nnc(NC(=O)CSc2nc3c([nH]c4ccccc43)c(=O)n2-c2ccc(F)cc2)s1 | -7 | 1 | -4
CC(=O)N[C@@H]1C[C@H](CC(C)C)O[C@H](c2c(C)nc3ccc(Cl)cn23)C1 | x | 0 | 3
C=CCN1C[C@@H]2C[C@@H](C(=O)NC)N(C(=O)CCc3ccccc3)c3cccc(c32)S1(=O)=O | -9 | 3 | 0
CC1(C)OC(=O)N(CCCCCC(=O)O)C1(C)O (centres undefined) | -3 | 9 | -5
COc1cc(C)c(CSc2ccc(S(=O)(=O)N3CCCCCC3)cc2[N+](=O)[O-])cc1OC | -4 | -6 | -5
O=C(CSc1nc2[nH]ncc2c(=O)[nH]1)Nc1ccc(Cl)cc1 | 1 | -15 | 0
CC(OC(=O)C1CC=CCC1C(=O)NCc1ccccc1)C(Cl)=C(Cl)Cl (centres undefined) | x | -8 | 2
CCOC(=O)c1cn[nH]c1S(=O)(=O)NCc1ccco1 | -4 | 2 | -1
